High-throughput results (PubChem BioAssay)
TrxR1 substrate – is turned over as a substrate by rat TrxR1; purified TrxR1 substrate turnover, NADPH consumption readout; Potency, µM (titrated, usually from 114 µM), inactives show at the top dose activity change, negative = substrate turnover; O89049; hit rate 0.01% among 390,000; further: potency means the concentration at half of the fitted maximal effect; on the % scale 0 is the no-effect control and ±100 the full control effect; nearly all actives have a fitted effect of over 50% in size
Target sequence (O89049 whole entry, looked up): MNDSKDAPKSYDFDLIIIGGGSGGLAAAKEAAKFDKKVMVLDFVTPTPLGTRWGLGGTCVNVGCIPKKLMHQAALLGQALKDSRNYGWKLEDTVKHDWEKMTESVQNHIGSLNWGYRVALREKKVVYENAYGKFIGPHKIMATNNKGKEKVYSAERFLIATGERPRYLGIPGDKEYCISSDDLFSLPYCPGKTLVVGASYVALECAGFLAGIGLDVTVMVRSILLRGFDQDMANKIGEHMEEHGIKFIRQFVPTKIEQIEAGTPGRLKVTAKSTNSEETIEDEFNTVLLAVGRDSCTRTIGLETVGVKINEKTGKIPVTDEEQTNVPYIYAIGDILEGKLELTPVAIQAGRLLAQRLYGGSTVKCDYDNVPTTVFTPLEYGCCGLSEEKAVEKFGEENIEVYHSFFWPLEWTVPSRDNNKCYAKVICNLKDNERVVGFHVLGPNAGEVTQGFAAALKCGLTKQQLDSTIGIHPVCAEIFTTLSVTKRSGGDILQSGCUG
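Rat TrxR1, dispensed at 90 nM, was prereduced with 400 uM NADPH (final) for 5 min at ~22 deg C, then incubated with compound 15 min before 400 uM selenite. A first-read NADPH fluorescence drop versus no-compound background flagged substrates.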
PI4K2A inh – PI4K2A (human) kinase inhibition | Q9BTU6 | purified PI4K2A, ADP-Glo luminescence, 1 h; hits give low values | activity change, negative = inhibition, % at 76.9 µM | hit rate 0.13% among 420,000 | AID 1346378; in the data active means activity change below about -50%; inconclusive means mostly about -30% to -49%;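 further: -100% = wells without enzyme as full effect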
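Compounds are screened against recombinant PI4K2A using PI as substrate and ATP, the latter dispensed at 300 microM. Reactions run one hour at ambient temperature before ADP-Glo detection; full inhibition defined by wells lacking enzyme.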
GLS inhibitor – blocks human kidney-isoform glutaminase activity | O94925 | GLS enzymatic activity, qHTS titration | Potency, µM (titrated, usually from 45.5 µM), for the others: at the highest dose activity change, negative = inhibition, hits mostly inhibitors | hit rate 0.21% among 410,000; further: potency means the concentration at half of the fitted maximal effect; on the % scale 0 is the no-effect control and ±100 the full control effect
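Two-point fluorescence kinetic (t0, 30 min RT) for hKGA; glutamate detected via glutamate oxidase–HRP–Amplex Red. Substrate: 1 mM L-glutamine solution; buffer 45 mM KH2PO4, pH 8.2.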
USP1-UAF1 inh – inhibitors of human USP1/UAF1 deubiquitinase; O94782; recombinant USP1/UAF1, Ub-Rhodamine cleavage fluorescence; Potency, µM (titrated, usually from 57.1 µM), inactives show at the highest dose activity change, negative = inhibition, actives largely listed as inhibitors; hit rate 0.23% among 390,000; AID 743255; further: potency means the concentration at half of the fitted maximal effect; on the % scale 0 is the no-effect control and ±100 the full control effect; nearly all actives have a fitted effect of over 60% in size; inactives centre near -12
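USP1/UAF1 complex at 1 nM was preincubated with compound for 15 min at room temperature, then Ub-Rho substrate (150nM final) was added. Fluorescence (480/540 nm) was read kinetically, 6 reads every 60 seconds.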
PGK inhibitor – T. brucei PGK inhibition. P07378. PGK/GAPDH coupled, Kinase-Glo luminescence, 60 min. Potency, µM (highest dose often 57.5 µM), without a hit: top-dose activity change, negative = inhibition, actives largely listed as inhibitors. hit rate 0.043% among 380,000; further: potency means the concentration at half of the fitted maximal effect; on the % scale 0 is the no-effect control and ±100 the full control effect; nearly all actives have a fitted effect of over 60% in size
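Luminescent ATP detection (Kinase-Glo Plus) follows a 60-minute room-temperature incubation, with wells lacking PGK as controls. Buffer: 100 mM TEA (pH 7.6), 5 mM MgCl2, 0.01% Tween-20. Coupling enzyme GAPDH (100 nM final) supplies unstable 1,3-BPG in-well.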
Pin1 inhibitor – blocks the human prolyl isomerase Pin1; Q13526; Pin1 FP peptide displacement, HiFluor488, 10 min; Potency, µM (highest dose often 115 µM), for inactives: at the top dose activity, negative = inhibition, hits mostly inhibitors; hit rate 0.009% among 390,000; active means well fitted inhibition curve with a large enough effect in the polarisation, with a control signal flat, not every such curve was filed as active; inconclusive means small, poorly fitted or top-dose-only effect, or effect the other way, or a change in a side signal; inactive means no such curve, though single readings can be large or run the other way; the % refers to the polarisation; further: potency means the concentration at half of the fitted maximal effect; on the % scale 0 is the no-effect control and ±100 the full control effect
Target sequence (Q13526 whole entry, looked up): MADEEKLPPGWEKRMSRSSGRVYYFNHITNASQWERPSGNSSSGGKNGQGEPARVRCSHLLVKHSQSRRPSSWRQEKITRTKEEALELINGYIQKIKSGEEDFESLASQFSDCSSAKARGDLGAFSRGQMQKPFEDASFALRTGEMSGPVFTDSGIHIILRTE
TrxR1 inh – blocks rat thioredoxin reductase 1; Potency, µM (series often up to 114 µM), inactives show at the highest dose activity change, negative = inhibition, actives largely listed as inhibitors; O89049; AID 588453; recombinant rTrxR1, NADPH fluorescence consumption, selenite substrate; hit rate 1% among 390,000; further: potency means the concentration at half of the fitted maximal effect; on the % scale 0 is the no-effect control and ±100 the full control effect; nearly all actives have a fitted effect of over 65% in size
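Rat TrxR1 (90 nM in the dispensed reagent) was pre-reduced with 400 uM NADPH for 5 min at room temperature, then incubated with compound for 15 min. After 400 uM selenite was added, NADPH fluorescence (Ex 340/Em 450 nm) was followed for 8 min.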
HP1b chromo inh – inhibitors of HP1-beta chromodomain binding to methylated histone tails. Potency, µM (doses to about 114 µM), for inactives: at the highest dose activity change, negative = inhibition, most hits filed as inhibitors. AlphaScreen HP1-beta / biotin-H3K9me3 peptide binding. hit rate 0.56% among 390,000. AID 540317. P83916; further: potency means the concentration at half of the fitted maximal effect; nearly all actives have a fitted effect of over 70% in size; inactives centre near 23
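AlphaScreen: HP1-beta (50 nM) preformed 30 min with biotin-H3(1-18)K9me3 peptide (50 nM) in PBS pH 7.4, 0.01% Tween-20. Compound added for 30 min at RT, then streptavidin donor/nickel chelate acceptor beads (10 ug/mL) for 30 min.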
IDH1 R132H inh – human IDH1 R132H inhibition; IDH1-R132H enzyme, NADPH consumption, diaphorase/resazurin fluorescence; Potency, µM (highest dose often 76.6 µM), without a hit: at the top dose activity change, negative = inhibition, most hits filed as inhibitors; hit rate 0.093% among 390,000; AID 602179; further: potency means the concentration at half of the fitted maximal effect; on the % scale 0 is the no-effect control and ±100 the full control effect; nearly all actives have a fitted effect of over 65% in size
Target sequence (O75874 whole entry R132H, stated change not applied): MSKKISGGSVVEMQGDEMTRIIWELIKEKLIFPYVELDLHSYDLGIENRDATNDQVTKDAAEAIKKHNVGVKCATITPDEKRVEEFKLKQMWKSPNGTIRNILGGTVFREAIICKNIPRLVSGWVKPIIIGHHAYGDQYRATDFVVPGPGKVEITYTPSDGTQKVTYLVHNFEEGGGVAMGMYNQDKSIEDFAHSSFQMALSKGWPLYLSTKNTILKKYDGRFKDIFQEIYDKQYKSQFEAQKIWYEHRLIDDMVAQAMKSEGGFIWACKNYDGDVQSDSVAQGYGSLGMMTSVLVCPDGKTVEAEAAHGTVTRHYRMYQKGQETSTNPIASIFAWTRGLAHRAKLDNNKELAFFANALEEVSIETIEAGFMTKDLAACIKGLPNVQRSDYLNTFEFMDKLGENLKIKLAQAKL
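IDH1-R132H (0.5 ug/mL) preincubated 30 min with compound, then NADPH (0.016 mM) and alpha-KG (2 mM) added; 80 min at RT, pH 7.5. Remaining NADPH coupled via diaphorase/resazurin to fluorescence (540/590 nm); concentration-response curves normalized to no-enzyme control.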
Numbers without * were called inactive; i = inactive; ? = inconclusive; / = no result given; [ ] = another dose, or the depositor's remark. Unless noted, the call rests on the fitted dose curve; in most records, active means well fitted curve in the direction sought with a large enough effect; inconclusive means small, poorly fitted or top-dose-only effect, or another doubt; inactive means no such curve, though single readings can be large; an effect the other way counts as inactive or inconclusive. Not all compounds are listed; the hit share may differ from the screen's.

SMILES	TrxR1 substrate	PI4K2A inh	GLS inhibitor	USP1-UAF1 inh	PGK inhibitor	Pin1 inhibitor	TrxR1 inh	HP1b chromo inh	IDH1 R132H inh
O=C(CCC(=O)OCC(=O)c1ccc(Cl)cc1)NC1CCCCC1	8%	-1	7%	-6%	10%	-3%	25%	26%	7%
O=C(CCSCCc1ccccn1)Nc1c(F)c(F)c(F)c(F)c1F	-6%	-2	3%	-20%	5%	-5%	-6%	21%	3%
C[C@H]1Cn2cnc(C(=O)Nc3cccc(Cl)c3)c2C(=O)N1	/	2	-6%	-25%	i	/	/	/	3%
COCCN(CC(=O)Nc1cccc(C)c1C)C(=O)c1cc(-c2ccncc2)nc2ccccc12	-10%	1	1%	-23%	-8%	?	-27%	47%[activator]	3%
CC(=O)OC1CCC2(C)C(=CCC3C2CCC2(C)C3CC3ON=C(C)C32)C1 (centres undefined)	-4%[2.29 µM]	-2	2%	-12%	-2%	4%	-8%[2.29 µM]	10%[57 µM]	-5%
CCOC(=O)c1cnc2c(C(=O)OC)cccc2c1NCc1cccnc1	10%	-1	2%	-2%	3%	-9%	3%	39%[activator]	5%
O=[N+]([O-])c1ccc(N2CCCCC2)s1	-26%	-1	-8%	-23%	i	?	?	?	-12%
Cc1cc(=O)oc(C)c1C(=O)Nc1ccccc1F	8%	-1	18%	-16%	-1%	-4%	20%	-3%	-3%
Cc1c(Cc2ccccc2)c(NCCCO)n2c(nc3ccccc32)c1C#N	6%	-5	1%	-28%	i	-2%	13%	91%[activator]	-2%
COc1ccc(CCN2C(=O)CN(Cc3ccccc3)CC2=O)cc1OC	-3%	-5	2%	-15%	-9%	1%	-9%	15%	-1%
CC(C)Cc1cc(C(=O)N(C)C2CCCN(Cc3ccccc3F)C2)n(C)n1 (centres undefined)	3%[57.1 µM]	4	8%	0%	-1%	1%	5%[57.1 µM]	54%[activator]	-10%
Cc1ccc(C)c(CSc2nnc(-c3cccnc3)o2)c1	2%	3	3%	-3%	-11%	4%	11%	12%	4%
Nc1c(N(Cc2ccco2)C(=O)COc2ccccc2F)c(=O)[nH]c(=O)n1Cc1ccccc1	-3%	-6	-1%	-2%	3%	10%	?	23%	-13%
Cc1ccc(C2=NOC(=O)/C2=C\c2ccccc2)cc1	3%	2	21%	-22%	-10%	2%	4µM*	40%[activator]	-17%
CC1C(=O)N2CCCc3cc(S(=O)(=O)Nc4ccccc4C(N)=O)cc1c32 (centres undefined)	11%	-4	2%	-5%	-1%	4%	2%	11%	-6%
Cc1ccc(S(=O)(=O)N(CC(=O)Nc2ccccc2C(=O)O)c2ccccc2)cc1	5%[57.1 µM]	-1	16%	-28%	-14%	-3%	12%[57.1 µM]	2%	3%
Cn1cccc1C1(C(F)(F)F)NCCNC1=O (centres undefined)	-9%	-11	-4%	3%	-3%	-2%	-13%	30%	5%
CCOC(=O)c1[nH]c(C)c(CCC(=O)NCc2cccc(C)c2)c1C	1%[57.1 µM]	1	1%	-3%	-2%	-3%	5%[57.1 µM]	17%[57 µM]	15%
O=C1NC(=O)N(c2ccc(Cl)cc2)C(=O)/C1=C/c1ccc2c(c1)CCN2Cc1ccccc1Cl	3%	1	0%	3%	-2%	-7%	27%	23%	2%
Cc1cccc(N2CCN(C(=O)Cn3cnc4sc(C)c(S(=O)(=O)N5CCN(c6ncccn6)CC5)c4c3=O)CC2C)c1 (centres undefined)	-6%	0	4%	-24%	-8%	?	-35%	-3%	-3%
O=c1ccc(NS(=O)(=O)c2ccccc2)cn1Cc1ccc(Cl)c(Cl)c1	-1%	0	36%[activator]	-21%	i	13%	-10%	1%	4%
CCOc1ccccc1C1CC(c2cccs2)=NN1S(C)(=O)=O (centres undefined)	-11%[57.1 µM]	2	-9%	-15%	i	19%	18%[57.1 µM]	44%[activator]	8%
N/C(Cc1nc(-c2ccc(Br)cc2)cs1)=N\O	-2%	5	0%	-10%	-9%	-2%	0%	37%	10%
O=C(CNC(=O)C1CCCCC1)OCc1cc(=O)oc2ccc3ccccc3c12	80%[activator]	4	-3%	-5%	-2%	-1%	12%	18%	-5%
Cc1ccc(CNC(=O)CC(C)CC2=NS(=O)(=O)c3ccccc3N2)cc1 (centres undefined)	-1%[57.1 µM]	2	-13%	0%	-4%	-7%	20%[57.1 µM]	19%	1%

The list goes on; it opens with the 2 that closed the last part.
SMILES	TrxR1 substrate	PI4K2A inh	GLS inhibitor	USP1-UAF1 inh	PGK inhibitor	Pin1 inhibitor	TrxR1 inh	HP1b chromo inh	IDH1 R132H inh
O=C(CNC(=O)C1CCCCC1)OCc1cc(=O)oc2ccc3ccccc3c12	80%[activator]	4	-3%	-5%	-2%	-1%	12%	18%	-5%
Cc1ccc(CNC(=O)CC(C)CC2=NS(=O)(=O)c3ccccc3N2)cc1 (centres undefined)	-1%[57.1 µM]	2	-13%	0%	-4%	-7%	20%[57.1 µM]	19%	1%
O=C(COC(=O)c1ccc2c(c1)S(=O)(=O)c1ccccc1C2=O)NC1CC1	-1%	0	-4%	-12%	-3%	6%	-5%	37%	-5%
CC1(C)CC2CC(C)(CN2CC(=O)C(C#N)c2ccccc2)C1 (centres undefined)	-5%	1	11%	-17%	i[11.5 µM]	2%	-7%	34%[activator]	-3%
Cc1ccc(Sc2c(C)nn(C(=O)CNS(=O)(=O)c3ccc(F)cc3)c2C)cc1	0%	-5	4%	-27%	-6%	1%	10%	27%	7%
Cc1ccc(C2=NOC(c3nnc(-c4ccccc4)o3)C2)cc1 (centres undefined)	-2%	-2	-6%	-7%	i	7%	-1%[57.1 µM]	18%	-6%
CCNc1ccc2noc3c2c1C(=O)c1ccccc1-3	1%[57.1 µM]	-22	-19%	?	-1%	?	-5%[57.1 µM]	?	-7%
CCCCC(=O)Nc1nnc(-c2ccco2)o1	5%[57.1 µM]	5	2%	0%	1%	1%	0%[57.1 µM]	4%	7%
COc1ccc(-c2cc(C(=O)NNC(=O)c3csc(N4CCOCC4)n3)c3ccccc3n2)cc1	5%	1	1%	-11%	2%	12%	-4%	26%	7%
CCc1ccc(NC(=O)CC2C(=O)N(c3ccc(Cl)cc3)C(=O)N2C2CCCC2)cc1 (centres undefined)	-5%	-1	-2%	-17%	-3%	?	11%	60%[activator]	-14%
Cc1ccc(C(OCC(C)(C)C[N+](C)(C)C)c2ccccc2)cc1 (centres undefined)	-4%[57.1 µM]	4	-7%	-15%	-7%	3%	6%[57.1 µM]	17%	7%
CC(C)(C)c1cc(C(=O)N/N=C/c2ccc([N+](=O)[O-])s2)n[nH]1	-6%[57.1 µM]	0	2%	-10%	6%	2%	?	14%	3%
O=S(=O)(c1ccc(Cl)s1)N1CCC2(CC1)OCCO2	10%[57.1 µM]	-3	-6%	-14%	1%	-6%	24%[57.1 µM]	27%	7%
C#CCO[C@@H]1C[C@H](n2cnc3c(=O)[nH]c(NC(=O)C(C)C)nc32)O[C@@H]1CO	6%[57.1 µM]	-1	2%	-22%	10%	7%	9%[57.1 µM]	13%	-11%
COc1ccccc1NS(=O)(=O)c1cccc(NC(=O)c2nn(C)c(=O)c3ccccc23)c1	3%	2	3%	-25%	-6%	14%	14%	26%	23%
COc1ccccc1NC1=C(Cl)C(=O)N(C2CCCCC2)C1=O	-8%	1	6%	-6%	-8%	7%	-15%	-14%	9%
COC(=O)[C@]1(C)N[C@H](CN(C)C(=O)C2CCCCC2)[C@@H]2C(=O)N(Cc3ccccc3)C(=O)[C@@H]21	3%	-3	4%	-22%	-12%	2%	11%	22%	-1%[38.3 µM]
O=C1C=CN2CCOCC2C1 (centres undefined)	6%[57.1 µM]	3	0%	-13%	-3%	-10%	10%[57.1 µM]	27%	-9%
COc1ccc(-c2noc(CCC(=O)NCc3ccco3)n2)cc1	-1%	-3	9%	2%	1%	1%	?	35%	4%
COc1ccc(OCC(=O)N/N=C(\CCC(=O)O)c2cccs2)cc1	-14%[57.1 µM]	5	0%	-13%	0%	-3%	27%[57.1 µM]	28%	4%
Clc1ccc(OCCCCSc2ncccn2)cc1	-3%[57.1 µM]	2	-5%	-9%	-9%	?	27%[57.1 µM]	303%[activator]	1%

Random excerpt: three compounds from above.
SMILES	TrxR1 substrate	PI4K2A inh	GLS inhibitor	USP1-UAF1 inh	PGK inhibitor	Pin1 inhibitor	TrxR1 inh	HP1b chromo inh	IDH1 R132H inh
Cc1ccc(Sc2c(C)nn(C(=O)CNS(=O)(=O)c3ccc(F)cc3)c2C)cc1	0%	-5	4%	-27%	-6%	1%	10%	27%	7%
CCNc1ccc2noc3c2c1C(=O)c1ccccc1-3	1%[57.1 µM]	-22	-19%	?	-1%	?	-5%[57.1 µM]	?	-7%
COc1ccc(-c2cc(C(=O)NNC(=O)c3csc(N4CCOCC4)n3)c3ccccc3n2)cc1	5%	1	1%	-11%	2%	12%	-4%	26%	7%
